IDE exosite inh: insulin-degrading enzyme (human) exo-site inhibition; purified IDE, FL-6b probe fluorescence polarization; stronger effect = lower value; z-score at 20 µM; 17,000 compounds, 6.3% hits;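 active means z-score of -3 or lower, meaning strong loss of probe binding signal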;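 further: His-tagged human IDE residues 42-1019 made in E. coli with 30 nM FL-6b probe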
Target sequence (P14735 42-1019 limits assumed): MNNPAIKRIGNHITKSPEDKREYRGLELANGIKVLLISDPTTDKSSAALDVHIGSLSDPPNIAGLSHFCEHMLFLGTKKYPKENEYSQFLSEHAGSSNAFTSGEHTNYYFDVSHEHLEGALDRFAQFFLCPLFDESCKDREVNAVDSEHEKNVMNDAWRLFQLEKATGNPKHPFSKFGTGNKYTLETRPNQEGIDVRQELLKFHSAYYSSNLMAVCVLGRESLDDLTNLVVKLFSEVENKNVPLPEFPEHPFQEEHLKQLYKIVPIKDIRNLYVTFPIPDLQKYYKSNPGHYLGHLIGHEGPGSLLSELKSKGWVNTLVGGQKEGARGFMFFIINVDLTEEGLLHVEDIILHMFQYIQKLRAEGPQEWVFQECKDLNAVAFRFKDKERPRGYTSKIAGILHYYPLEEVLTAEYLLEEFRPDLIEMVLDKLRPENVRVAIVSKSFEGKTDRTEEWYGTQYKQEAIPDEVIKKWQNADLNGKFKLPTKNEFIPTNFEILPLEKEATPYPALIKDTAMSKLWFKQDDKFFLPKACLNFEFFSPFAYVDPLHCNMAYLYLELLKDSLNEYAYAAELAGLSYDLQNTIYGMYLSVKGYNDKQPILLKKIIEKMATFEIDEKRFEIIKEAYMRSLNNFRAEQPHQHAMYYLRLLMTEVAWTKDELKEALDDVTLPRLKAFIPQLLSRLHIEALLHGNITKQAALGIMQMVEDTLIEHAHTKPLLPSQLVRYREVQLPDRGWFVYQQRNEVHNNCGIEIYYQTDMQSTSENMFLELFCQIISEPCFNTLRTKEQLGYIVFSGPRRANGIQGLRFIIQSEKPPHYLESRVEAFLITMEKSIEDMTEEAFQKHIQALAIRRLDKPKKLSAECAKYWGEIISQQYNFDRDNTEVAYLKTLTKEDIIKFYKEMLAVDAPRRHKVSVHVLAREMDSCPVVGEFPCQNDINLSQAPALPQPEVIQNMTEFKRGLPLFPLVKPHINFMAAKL
The depositor's hits bear a star; & = joins results of further samples; ! = a repeat was not active.

The opening 5 entries (preview)
IDE exosite inh,SMILES
1.6,Cc1ccc(-c2ccc([C@@H]3[C@@H](CO)N4C(=O)CN(S(=O)(=O)c5cccc(F)c5)C[C@H]34)cc2)cc1
-0.75,COc1ccccc1CNC(=O)C[C@H]1C=C[C@@H](NC(=O)CC2CC2)[C@@H](CO)O1
-0.23,CCCC(=O)Nc1ccc2c(c1)C(=O)N(C)C[C@@H](OC)[C@H](C)CN(Cc1ccc(F)cc1)[C@@H](C)CO2
-0.76,O=C(c1cnccn1)N1CC(=O)N2[C@@H](CO)[C@@H](c3ccc(C#CCc4ccccc4)cc3)[C@@H]2C1
1.5,C[C@H](CO)N1C[C@H](C)[C@H](CN(C)S(=O)(=O)c2cccs2)OCc2ccccc2-c2ccccc2C1=O

The whole of this part, from the first entry:
IDE exosite inh,SMILES
1.6,Cc1ccc(-c2ccc([C@@H]3[C@@H](CO)N4C(=O)CN(S(=O)(=O)c5cccc(F)c5)C[C@H]34)cc2)cc1
-0.75,COc1ccccc1CNC(=O)C[C@H]1C=C[C@@H](NC(=O)CC2CC2)[C@@H](CO)O1
-0.23,CCCC(=O)Nc1ccc2c(c1)C(=O)N(C)C[C@@H](OC)[C@H](C)CN(Cc1ccc(F)cc1)[C@@H](C)CO2
-0.76,O=C(c1cnccn1)N1CC(=O)N2[C@@H](CO)[C@@H](c3ccc(C#CCc4ccccc4)cc3)[C@@H]2C1
1.5,C[C@H](CO)N1C[C@H](C)[C@H](CN(C)S(=O)(=O)c2cccs2)OCc2ccccc2-c2ccccc2C1=O
-2.6,N#C[C@H]1[C@@H](c2ccccc2-c2ccccc2)[C@@H](CO)N1C(=O)Cc1ccccc1
0.93,CCCNC(=O)N1CC(=O)N2[C@H](CO)[C@@H](c3ccc(C#CCC4CCCC4)cc3)[C@@H]2C1
4.7,N#C[C@H]1N[C@H](CO)[C@H]1c1ccc(-c2ccccc2F)cc1
-0.069,O=C(c1cccnc1)N1CC(=O)N2[C@H](CO)[C@@H](c3ccc(-c4ccccc4F)cc3)[C@@H]2C1
-1.1,C[C@H]1CN([C@@H](C)CO)C(=O)CCCn2nncc2CO[C@H]1CN(C)S(=O)(=O)c1ccc(Oc2ccccc2)nc1
-4.8*!,C(=C\c1ccc(C2[C@@H]3CN(Cc4cccnc4)C[C@H]2N3)cc1)/c1ccccc1 (some centres undefined)
1.3,CCCNC(=O)C[C@H]1CC[C@@H]2[C@H](COC[C@@H](O)CN2C(=O)Nc2ccc(Cl)c(Cl)c2)O1
4,COc1ccc(-c2ccc([C@H]3[C@@H](C#N)N(C(=O)c4cccnc4)[C@@H]3CO)cc2)cc1
0.86,CCN(C[C@H]1N[C@H](CO)[C@H]1c1ccc(-c2ccccc2)cc1)C(=O)COC
2.8,COc1ccc(NC(=O)N2CC(=O)N3[C@H](CO)[C@@H](c4ccc(C#CCC5CCCC5)cc4)[C@H]3C2)cc1
0.22,Cc1ccc(S(=O)(=O)Nc2ccc3c(c2)CC(=O)N([C@H](C)CO)C[C@@H](C)[C@H](CN(C)S(=O)(=O)c2ccccc2)O3)cc1
1.6,O=C(C[C@H]1C=C[C@@H](NC(=O)Cc2cccnc2)[C@H](CO)O1)NCc1ccc2c(c1)OCO2
-2.4,N#C[C@H]1[C@H](c2ccc(-c3ccccc3F)cc2)[C@H](CO)N1C(=O)C1CC1
0.99,C[C@@H]1CN([C@@H](C)CO)C(=O)c2cc(-c3ccc(F)cc3)cnc2O[C@H]1CN(C)S(C)(=O)=O
0.42,O=C(Nc1cc(F)ccc1F)N1CC(=O)N2[C@H](C1)[C@@H](c1ccc(-c3cccc(F)c3)cc1)[C@@H]2CO
-0.96,O=C(c1ccncc1)N1CCCCN2[C@@H](CO)[C@@H](c3ccc(-c4ccccc4)cc3)[C@@H]2C1
4.3,Cc1ccccc1S(=O)(=O)N1[C@@H](C#N)[C@@H](c2ccccc2)[C@@H]1CO
2.7,COc1ccc2c3c(n(C)c2c1)[C@@H](CO)N(C(=O)c1ccncc1)CC31CCN(CC2CC2)CC1
3.5,COc1cccc(NC(=O)N2[C@H](CNC(C)C)[C@H](c3ccccc3)[C@@H]2CO)c1
1.1,O=C(CN1CCOCC1)N1CC2(C1)[C@@H](c1ccccc1)[C@@H](CO)N2Cc1cccc(F)c1
3.5,OC[C@H]1[C@H](c2ccc(-c3ccccc3F)cc2)[C@@H]2CN(Cc3ccncc3)CCCCN12
0.014,O=C(C1CCC1)N1CCCCN2[C@@H](CO)[C@@H](c3ccc(-c4ccncc4)cc3)[C@@H]2C1
1.5,COc1ccc(S(=O)(=O)Nc2ccc3c(c2)CC(=O)N([C@@H](C)CO)C[C@H](C)[C@@H](CN(C)C(=O)Nc2c(C)noc2C)O3)cc1
0.84,CS(=O)(=O)Nc1ccc2c(c1)[C@@H]1C[C@H](CC(=O)NCCc3ccccc3)O[C@H](CO)[C@@H]1O2
-1.2,COc1ccc2c3c([nH]c2c1)[C@@H](CO)N(C(=O)Nc1ccc(F)cc1)CC31CCN(C(=O)c2ccccc2F)CC1
-1.4,COc1ccc2c3c(n(C)c2c1)[C@@H](CO)N(CC1CC1)CC31CN(C(=O)c2ccc3c(c2)OCO3)C1
2.2,CN1c2ccc(Br)cc2[C@H]2[C@H](CCN2C(=O)CN2CCOCC2)[C@@H]1CO
4.1,OC[C@@H]1[C@H](c2ccc(-c3ccncc3)cc2)[C@@H]2CN(Cc3ccccn3)CCCCN12
0.81,Cc1ccccc1S(=O)(=O)N1C[C@@H](O)COC[C@H]2O[C@@H](CC(=O)N3CCCCC3)CC[C@@H]21
-0.56,CO[C@H](CN(C)C(=O)c1cc(Cl)cc(Cl)c1)[C@@H](C)CN(C(=O)Nc1ccc(F)cc1)[C@H](C)CO
-0.83,CN1C(=O)c2cc(NC(=O)c3cccc(F)c3)ccc2OC[C@@H]2O[C@@H](CC(=O)NCc3ccccc3Cl)CC[C@H]21
1.2,N#Cc1cccc(-c2ccc([C@@H]3[C@H]4CN(C(=O)Nc5ccccc5)CCCCN4[C@H]3CO)cc2)c1
-0.92,CCCC(=O)N1CC2(C1)CN(C(=O)c1ccc(F)cc1)[C@@H](CO)c1[nH]c3cc(OC)ccc3c12
0.57,Cc1ccccc1S(=O)(=O)N1CCCCN2[C@H](C1)[C@H](c1ccc(-c3cncnc3)cc1)[C@@H]2CO
0.53,OC[C@@H]1[C@H](c2ccc(Br)cc2)[C@H]2CNCCCCN12

Some of these compounds in order of the IDE exosite inh value, descending.
IDE exosite inh,SMILES
1.2,N#Cc1cccc(-c2ccc([C@@H]3[C@H]4CN(C(=O)Nc5ccccc5)CCCCN4[C@H]3CO)cc2)c1
0.57,Cc1ccccc1S(=O)(=O)N1CCCCN2[C@H](C1)[C@H](c1ccc(-c3cncnc3)cc1)[C@@H]2CO
-0.56,CO[C@H](CN(C)C(=O)c1cc(Cl)cc(Cl)c1)[C@@H](C)CN(C(=O)Nc1ccc(F)cc1)[C@H](C)CO
-0.83,CN1C(=O)c2cc(NC(=O)c3cccc(F)c3)ccc2OC[C@@H]2O[C@@H](CC(=O)NCc3ccccc3Cl)CC[C@H]21

Remaining list, next part
IDE exosite inh,SMILES
0.84,O=C(O)C[C@@H]1C[C@@H]2c3cc(NC(=O)Cc4ccncc4)ccc3O[C@@H]2[C@H](CO)O1
-0.12,COc1ccc([C@@H]2CC=CC[C@H](C)Oc3ccccc3C(=O)N(C)[C@@H](Cc3ccccc3)C(=O)N2)c(OC)c1 (mixture of isomers)
2.9,O=S(=O)(c1ccccc1)N1[C@@H]2CNc3ccccc3[C@@H]2[C@@H]1CO
-1.3,N#C[C@H]1[C@@H](c2ccc(/C=C/c3ccccc3)cc2)[C@@H](CO)N1C(=O)C1CCOCC1
1,OC[C@@H]1Nc2ccc(-c3cccc(F)c3)cc2[C@H]2[C@@H]1CCN2Cc1ccc(F)cc1
-7.7*,CCC(=O)N1CCCCN2[C@@H](CO)[C@@H](c3ccc(C#Cc4ccccc4)cc3)[C@@H]2C1
1.6,C[C@H](CO)N1C[C@H](C)[C@H](CN(C)C(=O)Nc2ccc(F)cc2)Oc2ccc(NC(=O)c3ccncc3)cc2CC1=O
2.9,CN1C[C@@H]2[C@H](c3ccccc31)[C@H](CO)N2C(=O)c1cccnc1
4.7,N#C[C@@H]1[C@@H](c2ccc(-c3ccc(F)cc3)cc2)[C@H](CO)N1C(=O)Cc1ccccc1
4.1,N#Cc1ccc(-c2ccc([C@@H]3[C@H]4CNC[C@@H]3N4Cc3cc(F)ccc3F)cc2)cc1
0.85,COc1ccc(-c2ccc([C@H]3[C@@H](CO)N4CCCCN(CC5CCOCC5)C[C@@H]34)cc2)cc1
1.6,COCC#Cc1ccc([C@@H]2[C@@H](CO)N3CCCCN(S(=O)(=O)c4ccc(OC)cc4)C[C@@H]23)cc1
-0.89,CCS(=O)(=O)Nc1ccc2c(c1)C(=O)N(C)[C@H]1CC[C@@H](CC(=O)N[C@H]3CCN(Cc4ccccc4)C3)O[C@H]1CO2
0.15,CC[C@H]1CC=CC[C@@H](C)Oc2ccccc2C(=O)N(C)[C@H](C)C(=O)N1 (mixture of isomers)
0.48,CCCC(=O)Nc1ccc2c(c1)C(=O)N(C)[C@H]1CC[C@@H](CC(=O)N3CCCCC3)O[C@H]1CO2
-0.72,COc1ccc(-c2ccccc2[C@@H]2[C@H](C#N)N(C(=O)C3CC3)[C@H]2CO)cc1
0.95,CO[C@@H]1CN(C)C(=O)c2cc(NC(=O)NC(C)C)ccc2OC[C@@H](C)N(C(=O)CN(C)C)C[C@H]1C
4.5,CCCC#Cc1ccc([C@@H]2[C@@H](C#N)N(C(=O)C3CCCC3)[C@H]2CO)cc1
-7*,O=C(Cc1cccnc1)N1CC(=O)N2[C@H](C1)[C@@H](c1ccc(-c3cccc(F)c3)cc1)[C@@H]2CO
1.5,O=C(C[C@@H]1CC[C@H]2[C@@H](COC[C@H](O)CN2C(=O)Nc2ccccc2)O1)NCc1ccccc1F
0.22,N#C[C@H]1[C@H](c2ccc(C#CCC3CCCC3)cc2)[C@H](CO)N1C(=O)c1ccccn1
3.6,CN(C)CC#Cc1ccc([C@H]2[C@H](CO)N3CCCCN(C(=O)CN(C)C)C[C@@H]23)cc1
0.58,C[C@@H]1CN([C@H](C)CO)C(=O)c2cc(NS(C)(=O)=O)ccc2O[C@@H]1CN(C)C
1.8,O=C(c1cccnc1)N1CC(=O)N2[C@H](C1)[C@H](c1ccc(-c3cccnc3)cc1)[C@@H]2CO
2.3,COCC(=O)N1[C@H](C#N)[C@@H](c2ccc(C3=CCCCC3)cc2)[C@@H]1CO
0.88,CO[C@@H]1CN(C)C(=O)c2cc(NS(C)(=O)=O)ccc2OC[C@H](C)N(C(=O)C2CCOCC2)C[C@H]1C
0.37&0.7,COc1cccc(CN2C[C@@H]3N[C@H](C2)C3c2ccc(-c3cccc(C#N)c3)cc2)c1 (some centres undefined)
-0.11,CCCN1[C@H](C(=O)N2CCOCC2)[C@@H](CO)[C@@H]2Cn3c(ccc(-c4ccccc4F)c3=O)[C@@H]21
0.43,COc1ccc(C[C@@H]2CCn3nncc3COC[C@@H](c3ccccc3)NC2=O)cc1
-2,O=C(Cc1ccccc1)N1CC(=O)N2[C@H](C1)[C@@H](c1ccc(-c3ccc(F)cc3)cc1)[C@@H]2CO
0.42,CO[C@@H]1CN(C)C(=O)c2ccc(NC(=O)NC(C)C)cc2OC[C@@H](C)N(Cc2ccc(-c3ccccn3)cc2)C[C@@H]1C
-8.9*,O=C(Nc1ccccc1F)N1CC(=O)N2[C@@H](CO)[C@H](c3ccc(C#Cc4ccccc4)cc3)[C@@H]2C1
2.2,O=S(=O)(c1cccs1)N1CCCCN2[C@@H](CO)[C@@H](c3ccc(-c4ccccc4)cc3)[C@@H]2C1
3.6,CC(=O)NC[C@@H]1[C@@H](c2ccc(-c3ccccc3F)cc2)[C@@H](CO)N1C(C)=O
-5.2*,COc1cccc(-c2ccc([C@@H]3[C@@H](CO)N4C(=O)CN(C(=O)C5CC5)C[C@H]34)cc2)c1
1.9,COCC(=O)N1[C@H](C#N)[C@@H](c2ccc(-c3cccnc3)cc2)[C@@H]1CO
-0.95,CS(=O)(=O)N1[C@H](C#N)[C@@H](c2ccc(C#CC3CCCC3)cc2)[C@@H]1CO
0.28,COCCN(C[C@H]1[C@H](c2ccccc2)[C@H](CO)N1C(C)=O)C(=O)c1cccnc1
-0.39,COc1ccc2c3c(n(C)c2c1)[C@H](CO)N(C(=O)Nc1ccccc1F)CC31CN(C(=O)c2ccccc2F)C1
3.2,O=C(Nc1cc(F)ccc1F)N1CCCCN2[C@H](CO)[C@@H](c3ccc(-c4ccccc4)cc3)[C@@H]2C1
3.1,COc1ccc(-c2ccc([C@H]3[C@@H](C#N)N(C(=O)c4cccc(F)c4)[C@H]3CO)cc2)cc1
-0.61,O=C(Nc1ccccc1)N1CC(=O)N2[C@H](CO)[C@H](c3ccc(C#CC4CCCCC4)cc3)[C@H]2C1
0.9,CCCNC(=O)Nc1ccc2c(c1)OC[C@H](C)N(Cc1cncnc1)C[C@@H](C)[C@@H](OC)CN(C)C2=O
1.5,COCC(=O)N1[C@H](C#N)[C@H](c2ccc(-c3cccc(F)c3)cc2)[C@H]1CO
2.1,Fc1cccc(CN2[C@@H]3CNC[C@H]2C3c2ccc(/C=C/c3ccccc3)cc2)c1 (some centres undefined)
2.4,COCC(=O)N1[C@H](C#N)[C@@H](c2ccccc2-c2ccccc2)[C@@H]1CO
-3,CCCC#Cc1ccc([C@H]2[C@H](CO)N3C(=O)CN(C(=O)NC4CCCC4)C[C@@H]23)cc1
-1.7,O=C(Nc1ccccc1F)N1CCCCN2[C@H](CO)[C@@H](c3ccc(/C=C/c4ccccc4)cc3)[C@H]2C1
-0.12,CCC(=O)N(CC)C[C@@H]1[C@@H](c2ccccc2)[C@H](CO)N1C(=O)C1CCC1
-0.37,CNC[C@H]1Oc2c(NC(=O)Nc3cccc4ccccc34)cccc2C(=O)N([C@@H](C)CO)C[C@H]1C
1.4,COCCNC(=O)C[C@H]1CC[C@H]2[C@@H](COC[C@@H](O)CN2Cc2ccc(Cl)c(Cl)c2)O1
-1.6,CN1C(=O)c2cc(NC(=O)c3ccc(C(F)(F)F)cc3)ccc2OC[C@@H]2O[C@@H](CC(=O)NCc3ccc4c(c3)OCO4)CC[C@@H]21

These rows are one share of the data; rates above refer to the full screens.
